Screening data as filed in PubChem BioAssay.
PLC-beta3 inh: inhibitors of human phospholipase C beta3; Q01970; 370,000 tested, 0.18% active; AID 720704; inhibition, % at 12.2 µM; Purified PLC-beta3, fluorogenic substrate, fluorescence; in the data active means inhibition above about 11%;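 further: 0% = median of compound wells on plate and 100% = full blocker control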
SMARCA2 act: increases SMARCA2 function in MMTV reporter cells; MG213 cells, MMTV-luciferase reporter, dexamethasone, overnight; activation, % at 9.1 µM; 370,000 tested, 1% active; in the data active means activation above about 7.8%;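 further: 0% = vehicle wells and 100% = reference activator wells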
hgDAF-12 ag: activates the H. glycines DAF-12 receptor ligand-binding domain. HEK293 GAL4-hgDAF12 UAS-luciferase reporter, agonist luminescence; normalized to butyrate control. activation, % at 6.8 µM. 370,000 tested, 1.8% active. AID 687014;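 active means activation above a cutoff set at the mean of all screened compounds plus 3 SD, cut at about 10% in these data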;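 further: 0% = DMSO wells and 100% = sodium butyrate wells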
HGIII-sPLA2 inh: Inhibits HGIII-sPLA2 liposome hydrolysis, primary screen | QFRET BODIPY PC-A2 liposome hydrolysis, fluorescence | inhibition, % at 12.2 µM | 370,000 tested, 0.56% active | Q9NZ20 | AID 743126;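 active means inhibition above mean plus 3 SD of compounds lying within the high and low control bounds, cut at about 19% in these data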;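 further: 0% = median of test compound wells and 100% = no enzyme DMSO wells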
Target sequence (Q9NZ20 whole entry, looked up): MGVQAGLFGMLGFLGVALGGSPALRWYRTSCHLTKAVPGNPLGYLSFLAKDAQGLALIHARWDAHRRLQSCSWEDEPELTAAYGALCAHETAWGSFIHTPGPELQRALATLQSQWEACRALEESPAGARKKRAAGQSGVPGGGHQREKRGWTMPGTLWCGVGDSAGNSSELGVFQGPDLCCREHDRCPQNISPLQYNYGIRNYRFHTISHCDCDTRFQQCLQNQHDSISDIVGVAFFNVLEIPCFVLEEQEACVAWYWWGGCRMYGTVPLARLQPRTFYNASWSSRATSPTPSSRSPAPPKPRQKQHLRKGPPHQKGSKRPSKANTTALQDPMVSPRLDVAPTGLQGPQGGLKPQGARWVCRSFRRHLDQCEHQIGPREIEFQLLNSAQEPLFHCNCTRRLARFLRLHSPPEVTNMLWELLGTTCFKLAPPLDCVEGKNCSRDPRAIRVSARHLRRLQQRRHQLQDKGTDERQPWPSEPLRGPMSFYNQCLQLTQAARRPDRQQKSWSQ
PG9 Ab binder: small molecules binding HIV-1 gp120 antibody PG9 | inhibition, % at 6.7 µM | TR-FRET gp120-PG9 antibody binding | 360,000 tested, 0.43% active; in the data active means inhibition above about 8.5%
FXN GAA850 act: activators of GAA850 frataxin (FXN) promoter; activation, % at 6 µM; 360,000 tested, 0.56% active; HEK293 lucGAA850 FXN promoter luciferase reporter, 24 h; percent of 10 µM SAHA response;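 active means activation above the average of all compounds screened plus 3 SD, cutoff fixed separately per campaign, cut at about 7.5% in these data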;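 further: 0% = DMSO wells and 100% = 10 µM SAHA wells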
Rev-erbA mod: modulators of human Rev-erb alpha DNA binding. P20393. 370,000 tested, 0.79% active. Rev-erbα–FITC-DNA binding, fluorescence polarization, 90 min. activity, % at 10 µM;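 active means activity above about 14%, limit read from the data; passing the limit was not always enough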;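 further: 0% = DMSO wells with 35 nM protein and 100% = DMSO wells with 750 nM protein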
DAX1 inh-1: inhibitors of DAX1 repression of SF-1 activated StAR promoter. HEK293T StAR-luciferase reporter, SF-1/DAX-1 repression relief. inhibition, % at 6.8 µM. 370,000 tested, 1.1% active. AID 652010;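 active means inhibition above the mean over all tested compounds plus 3 SD, cut at about 3.6% in these data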;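 further: 0% = DAX-1 cells with DMSO and 100% = cells lacking DAX-1 with DMSO; higher inhibition means more luminescence from relief of DAX-1 repression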
hcDAF12 agonist: H. contortus DAF-12 activation, primary screen; HEK293 hcDAF-12 lit1-tk-luc reporter, luminescence; 0% DMSO, 100% Δ7-dafachronic acid; activation, % at 6.8 µM; 370,000 tested, 1.4% active; AID 652067;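 active means activation above the mean of all tested compounds plus 3 SD, cut at about 5.5% in these data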;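 further: 100% = response to 3 µM Δ7-dafachronic acid high control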
DAX1 inh-2: inhibitors of human orphan nuclear receptor DAX1 (NR0B1); AID 504766; 340,000 tested, 0.99% active; HEK293 Gal4-DAX1 luciferase reporter, luminescence; P51843; inhibition, % at 6.75 µM;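 active means inhibition above the mean over all tested compounds plus 3 SD, cut at about 4.2% in these data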;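 further: 0% = DAX1-transfected cells with DMSO and 100% = empty-vector control cells with DMSO; inhibition shows as a rise in luminescence from relieved DAX1 repression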
Target sequence (P51843 207-470 limits assumed): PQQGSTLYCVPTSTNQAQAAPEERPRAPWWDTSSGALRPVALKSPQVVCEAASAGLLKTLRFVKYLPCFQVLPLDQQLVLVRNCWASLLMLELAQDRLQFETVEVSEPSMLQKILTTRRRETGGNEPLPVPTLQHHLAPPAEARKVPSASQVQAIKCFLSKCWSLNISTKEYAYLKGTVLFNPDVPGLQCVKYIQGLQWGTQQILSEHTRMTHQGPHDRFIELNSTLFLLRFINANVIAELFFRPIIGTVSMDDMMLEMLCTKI
ssDAF-12 act: activators of S. stercoralis DAF-12 nuclear receptor. 370,000 tested, 1% active. activation, % at 6.8 µM. AID 652126. HEK293 ssDAF-12/GRIP1 lit1-tk-luc reporter, luminescence; % of 3 µM dafachronic acid response;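 active means activation above the mean over all tested compounds plus 3 SD, cut at about 0.9% in these data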;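 further: 0% = DMSO-only wells and 100% = 3 µM delta7-dafachronic acid wells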
* hit, by the source's call; . = no result given.

Sequence of screens: PG9 Ab binder | SMARCA2 act | DAX1 inh-2 | HGIII-sPLA2 inh | Rev-erbA mod | hcDAF12 agonist | hgDAF-12 ag | DAX1 inh-1 | PLC-beta3 inh | ssDAF-12 act | FXN GAA850 act
CCOC(=O)c1ccc(-c2ccc(/C=C(\C#N)C(=O)NCc3cccs3)o2)cc1
    2.9 | 0 | -0.6 | 14 | 0 | 2.7 | 5.2 | 0.3 | -4 | 0.5 | 1.6
CCOCCSC1=C(C#N)C(c2cccs2)C(C(C)=O)=C(C)N1 (stereo not given)
    -5.0 | 2 | -0.1 | 1 | -6 | 0.3 | -1.2 | -0.1 | -15 | -1.0 | 0.4
COc1cccc(CNC(=O)C2CCCN(c3ncnc4c3nc3n4CCCCC3)C2)c1 (stereo not given)
    -1.3 | -3 | -1.1 | 1 | -2 | -3.4 | 2.1 | -0.7 | -4 | -1.3 | -1.1
COc1ccc(NC(=O)Nc2cccc3c2O[C@H](CN(C)Cc2ccc(-c4ccccc4)cc2)[C@@H](C)CN([C@H](C)CO)C3=O)cc1
    1.5 | 0 | 1.4 | -6 | -3 | -0.2 | 1.1 | -0.1 | -1 | -1.0 | 1.9
COCCN(Cc1nc(-c2ccc(C(F)(F)F)cc2)no1)C(C)C
    -1.2 | -2 | -0.6 | 7 | 0 | -0.8 | -0.1 | -0.7 | -2 | -0.8 | -0.1
COC(=O)c1cccc(S(=O)(=O)N2CCCC2)c1
    -1.4 | 0 | 0.3 | 4 | 2 | -0.2 | -3.8 | -0.2 | 0 | -0.7 | 3.8
O=C(Nc1ccc(F)c(S(=O)(=O)N2CCOCC2)c1)C1CCCCC1
    -1.2 | -1 | -1.1 | -1 | -11 | -1.9 | -1.1 | -1.8 | -1 | -1.5 | -0.7
O=C(NC(c1ccc2ccccc2n1)c1cccs1)C1CCN(Cc2cccc(C(F)(F)F)c2)CC1 (stereo not given)
    -2.1 | 1 | . | -7 | -2 | -0.7 | 3.1 | 0.1 | -11 | -1.1 | -0.3
COc1ccccc1Oc1ccc(NC(=O)c2ccccc2)cc1
    -1.7 | 2 | -0.9 | -6 | 1 | 2.9 | 3.3 | 0.2 | 0 | -1.4 | 4.1
CC1(C(=O)Nc2ccc3nc[nH]c3c2)CCN1C(=O)C1(c2ccccc2)CCCC1 (stereo not given)
    0.0 | -3 | . | -15 | 1 | -1.9 | 2.0 | 0.0 | 4 | -1.2 | 0.6
COC(=O)c1[nH]nc2c1C(=O)N(Cc1ccccc1)C2=O
    -1.0 | 0 | 1.0 | 7 | -2 | 0.9 | -1.1 | 0.7 | -9 | -1.2 | -1.8
OCc1cccc(-c2csc(C(O)c3ccccc3)n2)c1 (stereo not given)
    -1.6 | 0 | . | -2 | -1 | -0.2 | 3.5 | 0.7 | 3 | -0.8 | -0.3
Cc1n[nH]c(C)c1Sc1ccccc1[N+](=O)[O-]
    0.5 | -2 | 0.0 | 2 | 1 | -1.6 | -0.3 | 0.3 | -1 | -2.1 | 5.3
Cc1ccc(C(=O)Nc2cc(C)nn2CCC#N)cc1
    0.4 | -3 | -0.5 | 5 | 4 | -0.1 | 1.1 | -0.2 | -7 | -1.1 | 0.9
COc1cc(OC)c(NC(=O)c2sc3ncn(CC(=O)N4CCOCC4)c(=O)c3c2C)cc1Cl
    -0.9 | 0 | 0.4 | 4 | 1 | -0.5 | -1.8 | 2.5 | -4 | -1.0 | 1.0
NC(Cc1ccc(F)cc1)c1csc(Nc2ccc(C(=O)c3ccccc3)cc2)n1 (stereo not given)
    0.7 | -9 | . | 10 | -1 | -0.2 | 0.5 | -2.0 | -189 | -1.1 | -3.4
Cc1ccc(N2C(=O)CSC2c2cccs2)cc1 (stereo not given)
    -0.8 | 3 | 1.6 | -4 | -1 | 0.0 | -0.6 | 0.2 | 7 | -1.5 | 1.5
O=C(COc1ccc(Cl)cc1)Nc1nc(-c2ccncc2)cs1
    0.8 | -2 | 0.7 | -1 | -1 | 1.8 | 1.3 | 2.0 | -8 | -1.0 | 1.0
CN(C)c1cc[n+](CC(=O)Nc2cccc([N+](=O)[O-])c2)cc1
    3.0 | -3 | 0.3 | 10 | 3 | -2.6 | -4.4 | -0.7 | -8 | -1.0 | -1.9
Cc1cc(C(=O)CSc2cccc[n+]2[O-])c(C)n1-c1ccc(OC(F)F)cc1
    0.5 | -2 | -4.4 | -3 | -3 | -0.1 | -0.9 | -1.2 | -5 | -1.8 | 4.8
O=C(CNC1CCCCC1)NCC1(c2ccccc2)CCCC1
    1.5 | -2 | -0.7 | 0 | 5 | -1.1 | -2.5 | -0.3 | 4 | -1.5 | 2.3
CC(C)Nc1ccc(C(CC(N)=O)NC(=O)Cc2ccc(Cl)cc2)cc1[N+](=O)[O-] (stereo not given)
    0.0 | 0 | -2.0 | 8 | 6 | -2.9 | -3.8 | -1.1 | 0 | -1.4 | -3.8
CCn1cc(CN2CCCC(CNS(=O)(=O)c3ccc(OC)cc3)C2)cn1 (stereo not given)
    -2.6 | 0 | -0.3 | -4 | 4 | 0.2 | 1.6 | 2.1 | -4 | -0.6 | 1.2
Cc1cc(=O)[nH]c(SCCCOc2ccc3c(c2)CCC3)n1
    2.4 | -2 | -1.1 | -5 | -2 | -1.8 | 2.0 | -0.7 | -1 | -0.1 | -0.7
COc1ccc(NC(=O)c2cccnc2)c([N+](=O)[O-])c1
    -0.6 | 3 | 0.5 | 4 | -3 | -0.7 | 0.4 | -0.7 | 6 | -1.3 | -3.5
COc1cccc(CN2CCNC(=O)C2CC(=O)NCCc2nc(C)c(C)s2)c1OC (stereo not given)
    -0.8 | -2 | 1.1 | -4 | -2 | 0.0 | -0.3 | -0.1 | -3 | -1.2 | 0.4
COC(=O)c1cn(C(C)C(=O)NCc2ccco2)c2ccccc12 (stereo not given)
    -0.5 | -4 | 0.7 | -1 | 2 | -0.1 | 2.5 | -0.6 | -4 | -0.9 | -0.1
Cc1cc(C)nc(N2CCCC(C(=O)NCCc3ccccc3F)C2)n1 (stereo not given)
    0.9 | -2 | 0.9 | -7 | 0 | -0.4 | 0.7 | -0.1 | 4 | -0.8 | -1.0
CCCOc1ccc(F)cc1-c1cc(C(=O)Nc2cc(OC)c(OC)c(OC)c2)[nH]n1
    0.1 | -6 | . | -3 | 4 | -2.0 | -2.6 | -2.8 | 1 | -2.2 | -0.4
CCOC(=O)c1nnc2c(Br)c(-c3ccccc3)nn2c1C
    -0.9 | -2 | -0.1 | -12 | -1 | -0.9 | -0.8 | 0.0 | -7 | -1.2 | 2.1
COCCN(C(=O)CN1CCc2ccccc21)c1c(N)n(Cc2ccccc2)c(=O)[nH]c1=O
    -0.3 | -2 | 0.4 | -10 | 0 | 5.0 | 3.9 | -1.4 | -30 | -1.0 | -3.0
CC(C)Cn1c(=O)c2c(nc3n2CCCN3Cc2ccccc2)n(C)c1=O
    1.6 | -2 | -1.6 | 10 | 2 | 0.8 | -0.6 | 0.1 | -4 | -0.8 | -0.2
COc1ccc(NC(=O)c2ccc(S(=O)(=O)N3CCOCC3)cc2)c(OC)c1
    0.0 | -1 | 1.3 | 0 | -3 | 0.0 | -0.1 | 0.6 | 1 | -1.5 | 1.2
Cc1noc(C)c1COc1ccc(C(=O)OCC(=O)NCc2ccccc2Cl)cc1
    -2.0 | -4 | 0.9 | -13 | -1 | -2.5 | 1.8 | -0.2 | -3 | -1.0 | 1.8
Cc1cc(C)c2nc(N3CCC(C(=O)N4CCN(c5ncccn5)CC4)CC3)sc2c1
    -0.8 | -2 | -0.5 | 2 | 2 | -1.8 | -2.8 | -0.4 | -4 | 0.1 | 1.0
Cc1cccc(CNc2ccc(C(CC(N)=O)NC(=O)Cc3cccc4ccccc34)cc2[N+](=O)[O-])c1 (stereo not given)
    -0.6 | 0 | 0.9 | 3 | 2 | 0.5 | -0.7 | -0.2 | 4 | -1.5 | 0.4
CC1=C(C(=O)N2CCCC(N3CCN(c4ccccc4F)CC3)C2)OCCO1 (stereo not given)
    -0.9 | -2 | -0.6 | 1 | 0 | -0.6 | -2.3 | -0.5 | -10 | -0.2 | 1.2
O=S(=O)(NCc1ccccc1)c1ccc(Br)c2nsnc12
    -1.1 | -4 | 0.9 | 7 | -1 | -1.1 | 0.1 | -0.8 | -21 | -0.6 | -3.3
Cn1c(Cc2cccc3ccccc23)nnc1SCC(=O)N1CCN(c2ccccc2)CC1
    0.4 | -5 | -2.4 | -5 | -1 | -2.0 | -7.5 | -2.0 | -1 | -1.9 | -3.8
COc1ccccc1CN1CCCC(N2CCN(c3ccc(F)cc3)CC2)C1 (stereo not given)
    -0.5 | 0 | -0.5 | 1 | 0 | -0.3 | -0.4 | 0.2 | -6 | -1.0 | 0.0
Cc1ccc(OCCOCCn2ccnc2)c(Br)c1
    -2.7 | -1 | -0.8 | -7 | -2 | 1.5 | 3.3 | 0.2 | 7 | -0.5 | 0.9
O=C(COc1ccc(Cl)cc1Cl)NCCN1CCCCC1
    0.1 | 0 | 1.8 | -4 | 14 | 0.7 | -0.8 | 0.7 | -6 | -1.6 | -2.2
O=c1oc2cc(Oc3ccc(C(F)(F)F)cc3[N+](=O)[O-])ccc2c2c1CCC2
    -1.5 | -3 | 1.1 | -1 | -4 | 1.4 | -0.6 | -0.2 | -14 | -0.6 | 0.1
CCN(CC)C(=O)CN(c1ccc(Cl)cc1)S(=O)(=O)c1ccccc1
    0.2 | -4 | 3.5 | -4 | -3 | -1.4 | -2.6 | -0.8 | -1 | -1.7 | 1.7
CCOc1ccc(OCC)c(NC(=O)c2ccc(CNc3c(N4CCCC4)c(=O)c3=O)cc2)c1
    -1.2 | -5 | 6.3* | 7 | 3 | -1.8 | -2.5 | 0.0 | -8 | -1.2 | -0.7
O=C(O)c1cc(N2CCOCC2)nc2ccccc12
    -0.4 | -2 | 1.4 | 6 | -3 | -1.3 | -0.4 | 0.0 | -295 | -1.7 | 1.9
CC(=O)c1ccc(N(C(=O)c2csnn2)C(C(=O)NC(C)(C)C)c2cccs2)cc1 (stereo not given)
    1.8 | -2 | -0.7 | 1 | 2 | -0.1 | -0.8 | 0.3 | -9 | -2.1 | -0.8
c1ccc(OCc2nn3c(-c4n[nH]c5c4CCC5)nnc3s2)cc1
    2.4 | 1 | -0.8 | 9 | -2 | 0.2 | -2.0 | -0.3 | -2 | -1.3 | 2.0
COc1ccc(N2CCN(C(=O)CCCCCn3c(=O)[nH]c4ccsc4c3=O)CC2)cc1
    -0.1 | -3 | 4.1 | 7 | 3 | -1.9 | 1.0 | -0.4 | -8 | -1.0 | -0.8
Clc1ccccc1-c1nc(N/N=C/c2cccnc2)c2ccccc2n1
    -2.1 | -1 | -1.1 | -4 | -1 | -1.3 | -2.2 | -2.1 | 0 | -1.5 | -0.2
